STEP inh: STEP phosphatase inhibitors, primary screen, biochemical, fluorescence intensity, uHTS; inhibition, % at 20 µM; AID 588621, 2011; actives 0.25% (n = 360,000); Tyrosine-protein phosphatase non-receptor type 5 (Homo sapiens), P54829; recombinant STEP, OMFP fluorogenic substrate;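 active = inhibition at 20 µM, scaled per plate between control wells, above about 37%, limit read from the data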;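 also: 0% = DMSO with enzyme and substrate and 100% = substrate only without enzyme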
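System: STEP phosphatase, cell-free reaction; Buffer or medium: Bis-Tris pH 6.0 buffer with DTT, detergent; Incubation: 20 min at room temperature, dark; Measured by: fluorescence, 480/540 nm.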
CSN deneddyl inh: inhibitors of CSN-mediated cullin deneddylation, primary screen, biochemical, fluorescence polarization, uHTS; Purified CSN, SCF-Nedd8-OG deneddylation; actives 0.38% (n = 360,000); COP9 signalosome complex subunit 5 (Homo sapiens), Q92905; inhibition, % at 12.5 µM;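 active = pattern-corrected inhibition above about 35%, with an unprinted fluorescence ratio check between 0.5 and 1.5, limit read from the data, passing the limit was not always enough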;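 also: 0% = enzyme with substrate and 100% = substrate without enzyme; some results filed as inactive read as strong as hits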
Target sequence (Q92905 whole entry, looked up, one chain of several): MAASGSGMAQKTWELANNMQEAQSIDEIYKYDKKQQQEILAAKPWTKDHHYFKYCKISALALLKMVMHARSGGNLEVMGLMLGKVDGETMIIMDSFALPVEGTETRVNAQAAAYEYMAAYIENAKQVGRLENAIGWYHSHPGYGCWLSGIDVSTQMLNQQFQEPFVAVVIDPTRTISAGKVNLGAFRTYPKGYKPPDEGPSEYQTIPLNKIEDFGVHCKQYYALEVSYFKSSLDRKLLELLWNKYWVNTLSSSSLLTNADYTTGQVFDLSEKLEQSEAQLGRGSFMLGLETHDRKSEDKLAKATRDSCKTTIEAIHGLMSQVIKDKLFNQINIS
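Test system: Human Csn5 produced in HEK293T cells | Compound: 12.5 µM single point | Times: 90 min, room temperature | Signal: Fluorescence polarization readout | Read-out basis: % inhibition of substrate cleavage by Csn5 | Controls: no-enzyme wells high, enzyme-with-substrate wells low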
LMPTP inh: LMPTP phosphatase inhibitors, primary screen, biochemical, fluorescence intensity, uHTS. recombinant LMPTP-A, OMFP fluorogenic substrate. inhibition, % at 20 µM. Low molecular weight phosphotyrosine protein phosphatase (Homo sapiens), P24666. actives 0.22% (n = 360,000);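 active = compounds that cut the enzyme signal by at least half of the control window in the single-dose screen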;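 also: plate controls were DMSO wells with enzyme plus substrate for no effect and substrate without enzyme for full effect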
Target sequence (P24666 whole entry, looked up): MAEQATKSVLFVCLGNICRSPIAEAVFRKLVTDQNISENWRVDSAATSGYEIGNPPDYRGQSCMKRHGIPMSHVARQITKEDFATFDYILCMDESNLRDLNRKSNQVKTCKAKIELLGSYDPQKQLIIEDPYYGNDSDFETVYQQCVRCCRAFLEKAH
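Buffer or medium: Bis-Tris pH 6.0, DTT, detergent; Assay system: LMPTP-A enzyme; Quantity: 0.625 nM enzyme; Detection: endpoint fluorescence intensity; Times: 50 min dark incubation at room temperature; Controls: substrate-only low control, DMSO enzyme-plus-substrate high control; Doses: single 20 µM dose; Read-out: percent inhibition versus substrate-only and uninhibited controls; Reagent: 400 µM OMFP.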
Scp1 inh: Scp-1 phosphatase inhibitors, primary screen, biochemical, colorimetric, uHTS; Carboxy-terminal domain RNA polymerase II polypeptide A small phosphatase 1 (Homo …; Recombinant Scp1, phosphopeptide, malachite green phosphate absorbance; inhibition, % at 20 µM; actives 0.88% (n = 340,000); AID 493091, 2011;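 active = inhibition above about 50% at 20 µM, limit read from the data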;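 also: plate controls were DMSO wells with enzyme for no effect and wells lacking enzyme for full effect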
Target sequence (Q9GZU7 76-261 limits assumed): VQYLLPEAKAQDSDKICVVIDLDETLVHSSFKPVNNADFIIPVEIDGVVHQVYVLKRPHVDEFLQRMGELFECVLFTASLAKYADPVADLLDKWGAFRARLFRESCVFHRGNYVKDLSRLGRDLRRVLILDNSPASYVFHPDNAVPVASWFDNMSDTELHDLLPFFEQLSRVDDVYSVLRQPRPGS
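System: truncated SCP-1 phosphatase (76-261aa); medium: Tris acetate buffer pH 5.5 with MgCl2 and Tween-20; incubation: 45 min room-temperature reaction, 5 min colour, 30 min stabiliser; compound: single 20 µM dose, 1% DMSO; reagent: Phosphorylated 17-residue peptide substrate; read-out: % inhibition at 20 µM; technique: colorimetric free-phosphate detection, absorbance 630 nm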
Rpn11 inh: Rpn11 (PSMD14) deubiquitinase inhibitors, primary screen, biochemical, fluorescence polarization, uHTS. AID 588493, 2011. human 26S proteasome, Ub4-pepOG fluorescence polarization; 20S core pre-blocked with epoxomicin. calls only at 20 µM. actives 0.59% (n = 360,000). 26S proteasome non-ATPase regulatory subunit 14 (Homo sapiens), O00487;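 active = inhibition at 20 µM, scaled to each plate's controls, above about 33%, limit read from the data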
NadD inh: inhibitors of S. aureus NadD, primary screen, biochemical, colorimetric, uHTS; actives 0.78% (n = 360,000); inhibition, % at 20 µM; purified NadD enzyme, colorimetric absorbance read-out; in the data active = inhibition above about 26%; also: some compounds past the cut are filed as inactive
DNMT1 block: human DNMT1 methyltransferase inhibitors, primary screen, biochemical, molecular beacon, fluorescence, HinP1I cleavage, uHTS; inhibition (reported as % activation of signal), % at 10 µM; actives 0.83% (n = 360,000); AID 588458, 2011; in the data active = inhibition above about 50%
Rin1-Abl PPI inh: inhibitors of Rin1-Abl protein binding, primary screen, biochemical, TR-FRET | Tyrosine-protein kinase ABL1 (Homo sapiens) + Ras and Rab interactor 1 (Homo sapiens), … | inhibition, % at 7.35 µM | actives 0.4% (n = 360,000) | AID 588664, 2011; in the data active = inhibition above about 5%, passing the limit was not always enough
Neddylation inh: inhibitors of cullin neddylation, primary screen, biochemical, TR-FRET, uHTS, NAE and Ubc12 | NEDD8-conjugating enzyme Ubc12 (Homo sapiens) + NEDD8-activating enzyme E1 regulatory … | calls only at 25 µM | actives 0.58% (n = 360,000) | AID 651699, 2012; in the data active = inhibition above about 36%
SUMO1 PPI mod: modulators of SUMO1 protein-protein interactions, primary screen, biochemical, uHTS. Small ubiquitin-related modifier 1 (Homo sapiens), P63165. SUMO1 binding to a labelled peptide, TR-FRET, 1 h. inhibition, % at 20 µM. actives 0.33% (n = 360,000). AID 602429, 2012; in the data active = inhibition above about 37%
Target sequence (P63165 whole entry, looked up): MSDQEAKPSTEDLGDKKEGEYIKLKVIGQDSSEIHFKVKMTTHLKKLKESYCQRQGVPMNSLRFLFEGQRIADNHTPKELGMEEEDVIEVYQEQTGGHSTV
* marks the source's active call; other numbers are inactive results; i = inactive; nt = no result given. This is a random part of the collection; 3.8% or so of the library scored in one or more.

SMILES	STEP inh	CSN deneddyl inh	LMPTP inh	Scp1 inh	Rpn11 inh	NadD inh	DNMT1 block	Rin1-Abl PPI inh	Neddylation inh	SUMO1 PPI mod
CCN(CC)Cc1c(C(=O)N/N=C/c2cccc(OCc3ccc(F)cc3)c2)nnn1-c1nonc1N	0.7	-0.9	3.5	-8.2	i	13.1	-5.2	0.2	i	2.3
OCCN1CCN(CC(O)C(F)(F)F)CC1 (centres undefined)	-1.9	-1.5	-0.3	-6.1	i	3.8	-0.4	3.3	i	2.8
COc1cc(CC(NC(C)=O)C(=O)NC2CCN(S(=O)(=O)c3ccc(NC(C)=O)cc3)CC2)cc(OC)c1 (centres undefined)	-1.9	2.2	-0.3	6.6	i	-4.0	3.0	-0.3	i	5.3
O=C(N/N=C/c1cccc(F)c1)NC1CCCCC1	1.1	-0.2	-0.4	-5.7	i	-2.3	-1.0	1.2	i	-1.8
O=C(Cn1cc(COc2c(F)c(F)cc(F)c2F)nn1)c1ccc(O)cc1	-0.8	-0.1	-0.4	-1.9	i	-0.3	46.0	0.8	i	2.2
C/C(=N\NC(=O)c1ccc(Cn2cc([N+](=O)[O-])cn2)o1)c1cccc(NC(=O)C(C)C)c1	2.4	-1.0	-1.1	-6.5	i	-4.0	-2.2	-1.8	i	-4.1
CCn1cc(C(=O)N2CCOCC2)c(=O)c2cc(S(=O)(=O)N(C)C)ccc21	0.0	-0.8	-1.4	-9.7	i	-3.1	0.1	1.6	i	5.8
COc1cccc2c1Oc1ncccc1N(C(=O)CCC(=O)NCc1ccc(F)cc1)C2	1.6	2.7	-0.4	-4.3	i	-5.1	-6.5	-2.0	i	3.3
Cc1c(Cc2ccccc2)c(=O)oc2cc(OCC(=O)c3ccccc3)ccc12	1.8	-9.5	0.4	-19.6	i	-0.7	0.9	0.7	i	7.3
COc1ccc(NC(=O)CN(C)C(=O)CNC(=O)c2ccc3ccccc3c2)cc1	2.7	0.7	-7.1	-4.9	i	-0.4	-1.2	-4.0	i	-13.3
O=C(COC(=O)c1ccc(Cl)c(S(=O)(=O)N2CCCCC2)c1)NCC1CCCO1 (centres undefined)	-3.0	-5.1	-0.4	6.4	i	3.9	13.7	4.7	i	5.0
COc1ccccc1OCC(=O)NNC(=O)Nc1ccc(Cl)cc1	5.4	-5.1	0.3	-8.0	i	-1.9	-0.3	0.2	i	-5.1
N=C(N)SCC1=CCS(=O)(=O)C1	-1.6	-1.1	-1.1	-7.8	i	-12.0	-0.2	-2.0	i	4.8
Cc1ccc(NC(=O)CCNC(=O)c2ccc([N+](=O)[O-])cc2)cc1S(=O)(=O)N1CCOCC1	1.0	-9.0	0.0	9.3	i	0.8	-1.1	-0.3	i	-36.0
O=C(NC(CSSCC(NC(=O)c1ccccc1)C(=O)O)C(=O)O)c1ccccc1 (centres undefined)	0.4	-0.7	-2.4	-1.3	i	2.0	1.1	-4.6	i	-7.4
O=C(CSc1nc(-c2ccco2)cc(C(F)(F)F)n1)Nc1ccc2c(c1)CCC2	-1.1	1.0	1.0	-3.2	i	3.8	0.7	1.0	i	1.0
Cc1cccc(OCCNS(=O)(=O)c2ccc(Cl)cc2)c1	-0.9	-5.2	-0.3	-15.0	i	-4.7	5.2	-0.7	i	1.4
O=C(Nc1cccnc1)c1cc(F)cc(F)c1	-16.3	6.2	-2.1	-7.0	i	-3.9	0.7	-2.2	i	-3.4
CC1=CC(=O)C=C(C)C1=NOc1ccccc1[N+](=O)[O-]	-0.6	-8.8	0.1	-5.5	i	-11.0	7.3	2.3	i	-19.7
COc1cc(OC)cc(C(=O)NCc2nc(-c3ccccc3)no2)c1	0.4	-5.6	0.1	-3.0	i	-9.6	-4.9	-0.5	i	-0.2
COc1ccc(-c2nnc(SCC(=O)Nc3cc(C)on3)o2)cc1	-1.2	2.1	-2.3	-2.6	i	-6.0	1.6	-1.3	i	-2.0
COc1ccccc1CNS(=O)(=O)c1c(C(=O)N2CCCC2)c(C)n(C)c1C	-0.2	-0.3	-1.2	-6.8	i	4.3	1.2	-0.5	i	-1.3
N/C(=N\S(=O)(=O)c1cc(C(F)(F)F)cc(C(F)(F)F)c1)c1ccc(Cl)cc1	-1.6	-0.4	2.1	-3.1	i	-8.2	0.1	3.5	i	3.1
C/C=C/C(=O)OCC(=O)Nc1cc(OC)c([N+](=O)[O-])cc1C	-3.0	-4.0	-0.8	-1.7	i	-9.9	1.0	-0.7	i	-8.1
CN(C)S(=O)(=O)c1ccc(N)c([N+](=O)[O-])c1	0.3	6.4	-0.2	-4.5	i	-1.2	-1.3	-1.9	i	-26.6
COc1cc(O)c(C(CCN2CCOCC2)c2cc(OC)c(OC)c(OC)c2)c(OC)c1 (centres undefined)	-2.8	-0.9	-3.5	-2.3	i	-3.6	2.4	5.5	i	-1.4
COc1ccc(NC(=O)CCSc2ccc(C)cc2)cc1S(=O)(=O)Nc1ccccc1Cl	-1.9	-10.8	2.6	-7.1	i	-10.2	-2.7	1.1	i	7.0
COc1cccc(/C=N/NC(=O)c2cnccn2)c1OC	-1.2	-2.8	-1.2	-10.8	i	-2.4	0.6	0.1	i	-2.0
COc1ccc(OC)c(Nc2ncnc3sc(-c4ccccc4)cc23)c1	2.5	-8.3	6.3	1.5	i	3.6	1.3	-2.5	nt	-1.3
COc1ccc(Nc2nc(NN)nc(C)c2[N+](=O)[O-])cc1	-2.1	-7.3	3.4	-2.0	i	4.0	0.9	3.1	i	-19.7
O=C1NC[C@@H](Cc2cccc3ccccc23)N(CCc2cc(C(F)(F)F)cc(C(F)(F)F)c2)C1=O	2.4	-1.2	2.6	-4.4	i	-3.0	-5.8	2.3	i	5.6
COc1ccc(NC(=O)Nc2cccc3c2O[C@@H](CN(C)CC2CCCCC2)[C@@H](C)CN([C@H](C)CO)C3=O)cc1	1.2	-1.1	-1.5	-5.0	i	-8.2	-1.6	2.8	i	-3.3
CSc1nc(C)cc(-n2cc(F)c(=O)[nH]c2=O)n1	-10.9	1.1	-1.4	2.6	i	-6.4	1.4	-1.3	i	-0.4
O=c1c2c3c(sc2n2c(=S)[nH]nc2n1-c1ccccc1)CCC3	0.6	0.0	-4.6	5.0	i	4.1	5.1	-2.4	i	7.1
CN(C(=O)c1cnccn1)c1nnc(-c2cnccn2)s1	-3.0	-2.0	-1.0	-2.2	i	-5.4	2.7	-1.9	i	-9.4
COc1ccc(OC)c(CN2CCCC(CO)C2)c1 (centres undefined)	1.3	3.0	-1.8	-2.0	i	0.2	4.0	-2.4	i	-3.8

A few values from the list:
LMPTP inh with CN(C)S(=O)(=O)c1ccc(N)c([N+](=O)[O-])c1 reads -0.2
Scp1 inh with COc1cccc(/C=N/NC(=O)c2cnccn2)c1OC reads -10.8
LMPTP inh with COc1ccc(OC)c(CN2CCCC(CO)C2)c1 (centres undefined) reads -1.8

Single records, as listed above. Values in the order: STEP inh | CSN deneddyl inh | LMPTP inh | Scp1 inh | Rpn11 inh | NadD inh | DNMT1 block | Rin1-Abl PPI inh | Neddylation inh | SUMO1 PPI mod
Shown for O=C1NC[C@@H](Cc2cccc3ccccc23)N(CCc2cc(C(F)(F)F)cc(C(F)(F)F)c2)C1=O : 2.4 | -1.2 | 2.6 | -4.4 | i | -3.0 | -5.8 | 2.3 | i | 5.6
Shown for COc1ccc(OC)c(Nc2ncnc3sc(-c4ccccc4)cc23)c1 : 2.5 | -8.3 | 6.3 | 1.5 | i | 3.6 | 1.3 | -2.5 | nt | -1.3

Remaining list, next part.
SMILES	STEP inh	CSN deneddyl inh	LMPTP inh	Scp1 inh	Rpn11 inh	NadD inh	DNMT1 block	Rin1-Abl PPI inh	Neddylation inh	SUMO1 PPI mod
CC1CN(C(=O)CCC(=O)NCc2ccc(F)cc2)c2ccccc2S1 (centres undefined)	0.1	2.6	-1.7	-9.2	i	-0.6	2.5	-0.2	i	6.4
CC(=O)C1=C(O)C(=Cc2ccccc2)OC1=O	-0.5	3.5	-1.1	nt	i	-3.0	4.5	-1.1	i	-8.0
CCc1cccc2c(SCC(=O)NCC3CCCO3)nc(-c3ccc(F)cc3)nc12 (centres undefined)	0.0	-3.4	-0.5	-3.7	i	-2.0	29.4	-0.3	i	-2.6
Cc1ccc(C(=O)N[C@H](C(=O)OCC(=O)c2ccc[nH]2)C(C)C)cc1	0.7	-13.5	-0.8	-4.6	i	-1.0	-13.6	-3.1	i	1.0
COc1ccccc1Nc1nc(NCC2CCCO2)c2ccccc2n1 (centres undefined)	1.0	-11.0	34.0	-10.4	i	-6.5	-5.6	3.8	i	1.0
C=CCn1c(=S)[nH]c2cc(C(=O)Nc3ccc(F)cc3)ccc2c1=O	-2.0	0.4	-0.6	-7.2	i	-0.3	0.1	1.9	i	2.1
COc1ccc(N2CCN(c3oc(COc4ccccc4)nc3C#N)CC2)cc1	-1.1	0.8	1.3	-4.8	i	11.3	-4.9	-0.1	i	-4.3
Nc1nsc2ccccc12	-4.3	2.7	-0.3	0.3	i	-2.1	0.2	-2.9	i	-3.5
COC(=O)CSc1cc([N+](=O)[O-])cc2c1c(C1OCCO1)nn2-c1ccccc1	0.8	4.5	1.6	-7.1	i	-5.2	1.8	-2.6	i	-7.2
N#Cc1ccc(OCC(=O)N/N=C/C2CC=CCC2)cc1 (centres undefined)	-0.5	-3.1	1.4	1.7	i	-1.1	0.0	2.5	i	2.1
O=C(Nc1ccccc1C(=O)N1CCCCC1)c1ccc(Cl)cc1Cl	2.4	1.9	-1.7	-5.5	i	-2.0	2.1	0.8	i	1.2
COc1ccc(C(=O)NNC(=O)C(=O)/C=C(\O)c2ccc(C)cc2)cc1	17.6	4.6	-1.3	-10.6	i	1.9	-0.7	-0.8	i	-8.2
Nn1c(SCC(=O)NCc2ccc3c(c2)OCO3)nnc1C(F)(F)F	-1.3	2.8	-0.8	-5.0	i	2.4	-1.6	1.5	i	3.9
CC(NC(=O)NC(=O)c1cccc(Cl)c1)c1ccccc1 (centres undefined)	-1.3	-0.7	1.4	-4.7	i	-10.3	4.4	3.4	i	1.5
O=C(NCC(=O)N1CCN(C(=O)c2ccco2)CC1)c1ccccc1	-0.4	1.1	-0.9	-0.1	i	-1.2	0.0	4.5	i	-1.6

Assay outcomes deposited in PubChem BioAssay by several laboratories.
